MITF primary: MITF inhibitors, primary screen, biochemical, AlphaScreen, human. Microphthalmia-associated transcription factor (Homo sapiens), O75030. AlphaScreen MITF homodimerization, bead proximity signal. inhibition, % at 2.6 µM. actives 0.91% (n = 650,000). AID 1259374, 2018; in the data active = inhibition above about 50%;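 note: 0% = vehicle wells with protein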
Target sequence (O75030 whole entry, looked up): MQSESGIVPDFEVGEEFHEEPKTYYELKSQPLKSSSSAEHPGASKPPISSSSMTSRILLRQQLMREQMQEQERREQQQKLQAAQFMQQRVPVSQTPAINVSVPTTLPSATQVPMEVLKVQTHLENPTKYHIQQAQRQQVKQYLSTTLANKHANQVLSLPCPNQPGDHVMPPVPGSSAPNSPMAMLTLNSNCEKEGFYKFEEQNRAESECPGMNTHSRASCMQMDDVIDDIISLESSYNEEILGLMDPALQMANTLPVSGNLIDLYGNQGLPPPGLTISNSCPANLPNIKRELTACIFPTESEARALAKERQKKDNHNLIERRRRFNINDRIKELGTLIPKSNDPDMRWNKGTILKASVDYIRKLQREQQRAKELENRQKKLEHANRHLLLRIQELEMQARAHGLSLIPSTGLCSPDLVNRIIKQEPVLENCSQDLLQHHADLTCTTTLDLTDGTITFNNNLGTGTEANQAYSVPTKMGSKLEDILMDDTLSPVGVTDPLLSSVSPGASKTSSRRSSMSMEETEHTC
GPR151 ag: activators of human GPR151, primary screen, cell-based, PathHunter beta-arrestin, luminescence; AID 1508602, 2020; PathHunter beta-arrestin GPR151 cells; activation, % at 11.2 µM; G-protein coupled receptor 151 (Homo sapiens), Q8TDV0; actives 1% (n = 650,000); in the data active = activation above about 4.9%;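 note: 0% = median of compound wells and 100% = cells with positive control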
Target sequence (Q8TDV0 whole entry, looked up): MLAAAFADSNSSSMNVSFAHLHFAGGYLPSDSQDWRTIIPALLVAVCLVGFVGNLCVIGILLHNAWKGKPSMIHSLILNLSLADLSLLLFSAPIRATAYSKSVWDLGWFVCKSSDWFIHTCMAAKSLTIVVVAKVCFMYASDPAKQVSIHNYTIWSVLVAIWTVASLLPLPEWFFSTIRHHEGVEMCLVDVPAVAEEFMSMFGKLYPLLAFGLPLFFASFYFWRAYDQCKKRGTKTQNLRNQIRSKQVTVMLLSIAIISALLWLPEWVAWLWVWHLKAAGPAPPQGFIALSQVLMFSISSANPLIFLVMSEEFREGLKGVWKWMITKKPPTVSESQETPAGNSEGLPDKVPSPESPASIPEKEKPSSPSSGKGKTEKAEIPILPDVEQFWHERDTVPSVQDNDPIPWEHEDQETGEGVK
FBW7 activator: FBW7 E3 ligase activators, primary screen, biochemical, AlphaScreen, human. F-box/WD repeat-containing protein 7 (Homo sapiens), Q969H0. AlphaScreen FBW7–phospho-cyclin E peptide binding, activator screen. normalized activity (activation), % at 26.1 µM. actives 0.13% (n = 650,000). AID 1259310, 2017; in the data active = normalized activity above about 1.9%;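 note: purified mutant Fbw7 with reduced substrate affinity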
TEAD-YAP inh: TEAD-YAP interaction inhibition, primary screen, TEAD-YAP interaction inhibitor project, luminescence, HEK-TIYL cells; inhibition, % at 9.12 µM; actives 1.4% (n = 640,000); TEAD-Gal4/YAP UAS-luciferase luminescence; AID 1259422, 2018; in the data active = inhibition above about 32%;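 note: 0% = median of test compound wells and 100% = reference inhibitor wells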
Active calls of the source: *. Outcome played no part in choosing rows; overall some 3.4% were active at least once.

SMILES | FBW7 activator | GPR151 ag | MITF primary | TEAD-YAP inh
CC(C)n1c(-c2ccc(C(=O)N3CCN(C)CC3)cc2)nc2c(NCc3ccccc3)ncnc21 | -0.1 | -1.1 | -1.2 | -11.1
CC1CCc2nc(NC(=O)CCSc3ccccc3)sc2C1 (configuration not stated) | 0.0 | 1.2 | 10.7 | -7.0
CC(=O)NC1C(Oc2ccc(C(C)(C)C)cc2)OC2COC(c3ccco3)OC2C1O (configuration not stated) | 0.2 | -1.3 | -18.2 | -0.6
CCCC(=O)Nc1ccccc1C(=O)NC(C)(C)C | 0.1 | -0.6 | -7.4 | 8.1
COCCCNc1nc2c(S(=O)(=O)c3ccccc3)nnn2c2ccsc12 | 0.4 | 6.5* | -2.7 | -6.9
O=C(OCCc1ccccn1)C1CCCN1S(=O)(=O)c1cccc2nsnc12 (configuration not stated) | -0.1 | -0.7 | 3.0 | -3.9
COc1ccc(-c2cncc(-c3cc(N4CCN(c5ccccn5)CC4)nc(C)n3)c2)cc1 | 0.0 | 0.1 | 1.4 | 6.2
O=c1c(-c2ccccc2)coc2c(CN3CCOCC3)c(O)ccc12 | 0.1 | 1.1 | -0.3 | 3.9
COc1ccccc1N1CCN(S(=O)(=O)c2ccc(C(C)(C)C)cc2)CC1 | -0.2 | -0.1 | -6.6 | -4.5
CC(=O)c1ccccc1OC(=O)COc1ccc([N+](=O)[O-])cc1 | -0.2 | 0.1 | -4.8 | 1.8
CN(C)CCCN1C(=O)C2CCc3[nH]c4ccccc4c3C2C1=O (configuration not stated) | -0.2 | 2.1 | 15.4 | 5.5
Cc1cc(-c2nnc(SCC(=O)NC3CCCC3)o2)no1 | -0.2 | 0.4 | 2.1 | 6.2

An excerpt from above with just GPR151 ag.
smiles,GPR151 ag
CC(C)n1c(-c2ccc(C(=O)N3CCN(C)CC3)cc2)nc2c(NCc3ccccc3)ncnc21,-1.1
CC1CCc2nc(NC(=O)CCSc3ccccc3)sc2C1 (configuration not stated),1.2
CC(=O)NC1C(Oc2ccc(C(C)(C)C)cc2)OC2COC(c3ccco3)OC2C1O (configuration not stated),-1.3
CCCC(=O)Nc1ccccc1C(=O)NC(C)(C)C,-0.6

More compounds follow:
SMILES | FBW7 activator | GPR151 ag | MITF primary | TEAD-YAP inh
CSc1nc2ccc(S(=O)(=O)NCCOc3ccc(Cl)cc3)cc2s1 | 0.4 | 1.2 | 26.7 | -13.4
Cc1c(CN2CCN(CC(C)C)C(CCO)C2)cnn1C (configuration not stated) | -0.1 | 0.9 | -24.6 | 1.6
CC1=C(C(=O)OCCOc2ccccc2)C(c2ccccc2OC(C)C)C2=C(CCCC2=O)N1 (configuration not stated) | 0.1 | 1.0 | 3.7 | -2.4
Cc1cc(=O)[nH]c(SCC(=O)OC2CC(C)CCC2C(C)C)n1 (configuration not stated) | 0.0 | 2.0 | -0.5 | -4.8
Cc1cc2ncn(C(=O)N3CCOCC3)c2cc1C | -0.1 | 1.4 | -1.9 | -2.9
O=C(NC1CC1)c1ccnc(N2CCc3ccccc3C2)c1 | 0.0 | 0.9 | 6.7 | -6.2
CCN1C(=O)/C(=C\c2cc3c(cc2Br)OCO3)SC1=S | -0.1 | -0.5 | 10.1 | 7.3
FC(F)(F)c1cccc(NC(=S)N(Cc2ccccc2Cl)C2CCCC2)c1 | 0.0 | -0.5 | 4.4 | 8.3
COc1ccccc1/C=C1\C(=O)Nc2ccc(F)cc21 | -0.3 | 1.4 | -1.9 | 6.7
Cc1ccc(C)c(S(=O)(=O)Nc2ccc(C(=O)Nc3ccccc3F)cc2)c1 | -0.1 | 0.1 | 29.5 | -9.1
N#CC1=C(N)N(c2cc(C(F)(F)F)ccc2Cl)C2=C(C(=O)CCC2)C1c1ccccc1 (configuration not stated) | -0.1 | -0.1 | 12.7 | 0.2
CCOc1ccc(S(=O)(=O)N(CC(=O)Nc2ccc(F)cc2)c2ccccc2)cc1 | 0.0 | -1.1 | 16.2 | 1.4

Other entries
SMILES | FBW7 activator | GPR151 ag | MITF primary | TEAD-YAP inh
CC1=C/C(=N\S(=O)(=O)c2cccc([N+](=O)[O-])c2)C(C)=C(Cl)C1=O | -0.2 | 0.5 | -12.4 | -4.0
CCOC(=O)c1ccccc1NC(=O)CN(c1ccccc1)S(C)(=O)=O | -0.2 | -0.5 | -5.5 | 20.9
COc1cccc(C2NC(=O)NC(C)=C2C(=O)OC(C)C)c1 (configuration not stated) | -0.1 | 2.7 | -0.2 | -14.6
CN(C)c1ccc(CCNS(=O)(=O)Cc2ccccc2)cc1 | -0.1 | -0.4 | 9.5 | 5.1
O=C(c1ccc(N2C(=O)c3ccccc3C2=O)cc1)N1CCCCC1 | 0.1 | -1.6 | 11.5 | -2.8
CCOC(=O)C1CCCN(C(=O)c2sc3ncnc(N4CCN(c5ccc(OC)cc5)CC4)c3c2C)C1 (configuration not stated) | 0.2 | 0.4 | 7.5 | -9.2
CCOc1ccc(NS(=O)(=O)c2ccc(Cl)cc2)cc1 | -0.2 | 2.4 | -3.2 | 3.6
COc1ccccc1N1CCN(C(=O)c2ccc3c(c2)C(=O)N(c2cc(C)on2)C3=O)CC1 | 0.1 | 0.5 | 8.5 | -0.4
Cc1cc(/C=C(\C#N)C(N)=O)c(C)n1-c1ccc(F)cc1 | -0.2 | 1.3 | 13.6 | -30.2
O=C1CS/C(=N\S(=O)(=O)c2ccc3ccccc3c2)N1 | 0.0 | 0.2 | -9.2 | -5.9
O=C(Oc1ccccc1N1C(=O)C2C3CCC(C3)C2C1=O)c1ccccc1F (configuration not stated) | -0.1 | -0.9 | 10.4 | 5.1
CC1CCCCC1NC(=O)c1ccc([N+](=O)[O-])cc1 (configuration not stated) | 0.5 | -0.7 | 3.2 | -7.8

(continued)
SMILES | FBW7 activator | GPR151 ag | MITF primary | TEAD-YAP inh
O=C(O)c1ccc(-n2c(-c3ccccc3)ccc2-c2ccccc2)cc1 | 0.1 | 0.9 | -0.8 | -1.9
COc1cc(C=O)ccc1OS(=O)(=O)c1ccc(Cl)cc1 | 0.1 | 0.6 | -9.3 | -7.3
CC1CN(S(=O)(=O)c2ccc(C(=O)Nc3cccc4c3C(=O)NC4=O)cc2)CC(C)O1 (configuration not stated) | -0.1 | 0.0 | -13.7 | -9.4
O=C(Nc1ccc(F)cc1)C(Cc1ccccc1)N1C(=O)c2ccccc2C1=O (configuration not stated) | 0.3 | -1.0 | 13.6 | 4.7
C=C(C)COc1ccc2oc(-c3ccccc3)c(C(=O)OCC)c2c1 | 0.3 | -1.0 | 12.3 | 2.1
O=C(NCc1cccnc1)c1ccccc1-c1nc(-c2ccccc2)no1 | -0.1 | -0.5 | 2.1 | 3.3
CC(=O)c1cccc(N(CC(=O)Nc2ccccc2-c2ccccc2)S(C)(=O)=O)c1 | 1.1 | -0.6 | 21.7 | 7.8
O=[N+]([O-])c1ccc(N2CCN(c3nc(NCCc4c[nH]c5ccccc45)c4ccccc4n3)CC2)cc1 | -0.1 | 0.8 | 1.0 | 8.5
N#C/C(=C\c1ccc([N+](=O)[O-])cc1)C(=O)Nc1ccc([N+](=O)[O-])cc1Br | 0.8 | 1.2 | 14.1 | 7.3
CC1(C)C2CCC1(C)C(NC(=O)c1cc3ccccc3oc1=O)C2 (configuration not stated) | -0.1 | -0.1 | -2.6 | -29.1
CC(=O)C1=C(O)C(=O)N(Cc2ccco2)C1c1ccccc1Cl (configuration not stated) | -0.3 | -0.4 | 0.1 | -4.2
Cc1ccc(-n2c(SCC(=O)N3CCCC3)nnc2-c2ccccn2)c(C)c1 | -0.1 | -0.7 | 17.3 | -0.1

The list continues:
SMILES | FBW7 activator | GPR151 ag | MITF primary | TEAD-YAP inh
O=c1cc[nH]c2cc(N3CCOCC3)c(F)cc12 | 0.0 | 1.0 | 2.3 | 6.9
CNC(=O)C1CCC(=O)N1Cc1ccc(C)cc1 (configuration not stated) | 0.1 | 2.6 | 11.4 | 0.0
COC(C(=O)Nc1ccc(C(C)=O)cc1)c1ccccc1 (configuration not stated) | 0.7 | -0.8 | 10.5 | -7.2
O=C(NCc1c(F)cccc1Cl)C1CC(O)CN1C(=O)Nc1ccccc1 (configuration not stated) | -0.1 | -0.1 | 0.4 | 2.5
CCOC(=O)c1[nH]c2ccc(OCc3ccccc3)cc2c1C | 0.6 | 2.4 | 19.8 | -14.0
O=C(O)Cc1csc(-c2ccc(Cl)cc2)n1 | -0.1 | 1.5 | -9.6 | -3.9
CCCOC(=O)c1ccc(N2C(=O)c3ccccc3C2=O)cc1 | 0.5 | 0.1 | 7.0 | 2.3
COc1ccc(NC(=O)C2=C(C)Nc3ncnn3C2c2cccc(OC)c2OC)cc1 (configuration not stated) | 0.0 | -1.3 | 4.5 | -4.0
CCN(CC)CCCC(C)Nc1ccnc2ccc([N+](=O)[O-])cc12 (configuration not stated) | 0.1 | 2.7 | 7.6 | -6.0
CC1CCCC(C)N1C(=O)C(c1ccccc1)c1ccccc1 (configuration not stated) | 0.0 | 0.3 | -0.3 | 6.1
CSc1ccc(/C=C(\NC(=O)c2ccco2)C(=O)N2CCCCC2)cc1 | 0.0 | 0.7 | 4.9 | 3.8
Cc1c(C(=O)O)sc2ncn(CC(=O)Nc3ccc(C(C)C)cc3)c(=O)c12 | -0.2 | 0.3 | 6.6 | 5.5

(listing goes on)
SMILES | FBW7 activator | GPR151 ag | MITF primary | TEAD-YAP inh
CN1CCC(N2C[C@@H]3C[C@@H](c4ccc(C5CCCC5)s4)N4CCC[C@@]34C2=O)CC1 | -0.1 | 1.0 | -16.8 | 5.9
COCCN1Cc2cc3c(C)cc(C)cc3nc2OCC1=O | -0.1 | -0.4 | 1.2 | -2.9
COc1cccc(C2C3=C(Nc4ncnn42)c2ccccc2OC3c2ccc(Cl)cc2)c1 (configuration not stated) | 0.1 | 0.4 | 9.2 | 2.9
CCCN1C(=O)c2cc(C(=O)NCc3ccc(F)cc3)ccc2C1O (configuration not stated) | 0.0 | -0.1 | -15.6 | -4.6
Cc1ccc(-c2nc3cc(Cl)cc(Cl)c3o2)cc1NC(=O)c1ccc2c(c1)OCCO2 | 0.0 | -0.5 | -12.5 | -3.5
O=C(CSc1nnc2c(n1)[nH]c1ccc(F)cc12)N1CCCCC1 | 0.0 | 0.1 | 3.4 | 0.7
Cc1ccc(-c2nnc3sc(NC(=O)c4cccs4)nn23)cc1 | -0.1 | 0.8 | 0.3 | -1.6
Nc1ccccc1-c1nnn(CC(=O)Nc2ccccc2)n1 | 0.1 | -1.0 | 13.8 | -29.5
CCN(CCCNC(=O)c1ccc(Cn2c(=S)[nH]c3cc4c(cc3c2=O)OCO4)cc1)c1cccc(C)c1 | 0.0 | 0.5 | -1.1 | 1.5
CCN(CC)c1nc(N)c2c(N)nc3c(c2c1C#N)CC(=O)N3Cc1ccc(OC)cc1 | 0.1 | -0.2 | 11.2 | 11.1
C=CCc1cccc(CNc2ccc(S(=O)(=O)Nc3nccnc3OC)cc2)c1O | -0.1 | 1.1 | -3.5 | -4.1
COCC(=O)NCCn1nc(-c2ccc(F)cc2)n(-c2ccc(C)cn2)c1=O | 0.2 | -1.1 | 5.0 | 7.3

The list continues:
SMILES | FBW7 activator | GPR151 ag | MITF primary | TEAD-YAP inh
CCOc1ccc2nc(NC(=O)CSc3ncccc3C(=O)O)sc2c1 | -0.1 | -2.1 | -2.4 | -21.6
CCSc1nc2sccn2c(=O)c1C(=O)NC1CC1 | -0.3 | -0.2 | 2.1 | 3.5
O=C(NC(=S)Nc1cccc(F)c1)c1ccccc1 | 0.0 | -1.5 | 4.2 | -34.3
Nc1ncnc(Sc2ccc(Cl)cc2)c1[N+](=O)[O-] | 1.0 | -0.3 | 15.6 | 29.9
CCOc1ccc(S(=O)(=O)N2CCC(N3CCCCC3)CC2)c2cccnc12 | 0.0 | 1.6 | 4.6 | 0.8
Nc1ncnc2nc(N3CCCCC3)[nH]c12 | 0.2 | -0.6 | 9.4 | 3.2
CC(=O)N1CCC(N(CCCOC(C)C)C(=S)Nc2ccc(F)c(Cl)c2)CC1 | 0.7 | 0.2 | 18.8 | -9.8
O=S(=O)(c1ccc(Cl)s1)N1CCN(c2ccccc2)CC1 | 0.0 | -1.1 | -14.9 | -12.3
N#C/C(=C/c1ccccc1F)C(=O)NCCc1c[nH]c2ccccc12 | -0.1 | -0.8 | 2.3 | 12.4
Cn1c(=O)c(=O)n(C)c2cc(S(=O)(=O)CCC(=O)NCCCc3ccccc3)ccc21 | 1.3 | 0.4 | 15.6 | -1.3
CCOC(=O)N1CCN(CC(O)COCCOc2ccc(Cl)cc2)CC1 (configuration not stated) | 0.1 | -2.0 | 6.9 | 2.5
CC(=O)c1c(C)[nH]c(C(=O)OCc2csc(-c3ccccc3)n2)c1C | -0.1 | 0.3 | 4.1 | 32.2*
CCOC(=O)c1c(CSc2ccccc2)oc2ccc(O)c(CN(C)C)c12 | -0.1 | 2.5 | 3.9 | 17.6
Cc1ccc2c(c1)-c1onc(C(=O)NC3CCN(Cc4ccccc4)CC3)c1CO2 | -0.1 | -1.6 | -2.0 | 2.5

Molecules above containing a CF3 group, in the order listed:
SMILES | FBW7 activator | GPR151 ag | MITF primary | TEAD-YAP inh
FC(F)(F)c1cccc(NC(=S)N(Cc2ccccc2Cl)C2CCCC2)c1 | 0.0 | -0.5 | 4.4 | 8.3
N#CC1=C(N)N(c2cc(C(F)(F)F)ccc2Cl)C2=C(C(=O)CCC2)C1c1ccccc1 (configuration not stated) | -0.1 | -0.1 | 12.7 | 0.2
